RAD54 inh = RAD54 (human) branch migration inhibition; Q92698; 0.14% of 360,000 active; inhibition, % at 10.4 µM; RAD54 Holliday junction branch migration, FAM/BHQ fluorescence;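 active = mean normalized replicate activity at least 40 and at least half of replicates scoring 40 or more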;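 also: 0% = median of neutral control wells and 100% = median of positive control wells; inhibitors cause a drop in the FAM fluorescence signal; in these data hits start at about 50%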
E-selectin induc = E-selectin induction on HUVECs; AID 686992; activation, % at 7.58 µM; P16581; 0.37% of 260,000 active; HUVEC E-selectin immunofluorescence imaging; normalized: neutral wells 0, TNF-alpha wells 100;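 active = mean E-selectin-positive cell signal at least 10% of the positive control, reached in at least 60% of replicates, without over 20% cell loss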;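 also: in these data hits start at about 27%; measured in HUVEC primary endothelial cells; signal is the percent of cells scored E-selectin positive by PE staining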
Target sequence (P16581 whole entry, looked up): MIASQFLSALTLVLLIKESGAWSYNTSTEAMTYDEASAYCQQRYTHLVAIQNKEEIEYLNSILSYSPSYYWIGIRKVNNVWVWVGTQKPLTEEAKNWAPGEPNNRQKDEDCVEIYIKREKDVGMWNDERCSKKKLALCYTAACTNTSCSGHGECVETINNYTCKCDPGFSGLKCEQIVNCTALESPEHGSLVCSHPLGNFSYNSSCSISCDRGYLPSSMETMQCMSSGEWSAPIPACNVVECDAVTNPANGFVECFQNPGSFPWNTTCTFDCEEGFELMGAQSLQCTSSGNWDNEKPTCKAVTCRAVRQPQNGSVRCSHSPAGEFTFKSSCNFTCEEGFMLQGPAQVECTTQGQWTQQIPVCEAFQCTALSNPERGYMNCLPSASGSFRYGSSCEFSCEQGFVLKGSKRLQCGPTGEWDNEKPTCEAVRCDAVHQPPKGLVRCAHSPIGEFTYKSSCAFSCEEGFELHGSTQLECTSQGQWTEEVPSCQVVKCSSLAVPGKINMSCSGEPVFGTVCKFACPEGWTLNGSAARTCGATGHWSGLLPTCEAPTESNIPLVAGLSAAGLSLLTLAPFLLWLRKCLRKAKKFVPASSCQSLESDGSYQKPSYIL
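material = human umbilical vein endothelial cells (HUVEC), E-selectin induction | quantity = 3,000 cells/well | medium = EGM-2 growth medium on 0.1% gelatin-coated wells | technique = immunofluorescence imaging | read-out basis = % PE-positive cells | control set = TNF-alpha positive control, DMSO neutral control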
Cneo AK release = causes C. neoformans cell lysis | 0.2% of 360,000 active | adenylate kinase release luminescence, 4 h; normalised: neutral wells 0, clomiphene wells 100 | lysis activity, % at 15 µM | AID 651654;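 active = mean lysis activity across replicates of at least 80%, whatever share of replicates individually reach that level; inactive = mean lysis activity below 80%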
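Test system: log-phase Cryptococcus neoformans yeast cells; Quantity: yeast cell density of 5 × 10^6 cells/mL; Buffer or medium: YPD; Doses: single compound concentration per well; Timing: 4 h at 37 °C static, read 1 h later; Measured by: AK luminescence; Read-out basis: lysis from increased AK signal; Control set: Clomiphene as positive control.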
miR122 inh = blocks miR-122 activity in Huh7 sensor cells | activation (reporter increase), % at 12.5 µM | AID 602342 | 0.3% of 340,000 active | Huh7 miR-122 Renilla luciferase sensor, 48 h; neutral wells = 0, positive control = 100;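 active = mean replicate activation score at least 90 and every replicate individually at or above 90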;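 also: higher luciferase means less miR-122 activity so hits act as miR-122 inhibitors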
PglD inh = inhibitors of Campylobacter jejuni PglD acetyltransferase | purified PglD enzyme, DTNB colorimetric CoA detection | 0.098% of 360,000 active | AID 602405 | inhibition, % at 12.5 µM; in the data active = inhibition above about 16%, passing the limit was not always enough; also: strong numbers were not always called active
RAD52 inh = blocks human RAD52 DNA annealing; P43351; recombinant RAD52 DNA annealing, FRET fluorescence; inhibition, % at 18.7 µM; 0.46% of 360,000 active;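 active = every replicate showing at least 50% inhibition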
Target sequence (P43351 whole entry, looked up): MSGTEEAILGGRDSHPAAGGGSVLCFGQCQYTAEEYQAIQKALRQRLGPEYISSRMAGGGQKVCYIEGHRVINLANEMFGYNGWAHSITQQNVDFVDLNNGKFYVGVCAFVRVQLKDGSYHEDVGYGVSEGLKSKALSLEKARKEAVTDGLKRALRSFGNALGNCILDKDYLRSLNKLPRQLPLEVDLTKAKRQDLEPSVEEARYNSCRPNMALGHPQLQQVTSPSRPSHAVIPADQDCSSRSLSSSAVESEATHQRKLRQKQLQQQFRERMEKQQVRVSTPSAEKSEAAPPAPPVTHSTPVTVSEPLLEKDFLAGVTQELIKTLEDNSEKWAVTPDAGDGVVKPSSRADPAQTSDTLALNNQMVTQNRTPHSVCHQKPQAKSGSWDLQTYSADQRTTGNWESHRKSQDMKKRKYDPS
ERAP1 inh = inhibitors of human ERAP1 aminopeptidase. inhibition, % at 10.7 µM. AID 652197. 0.15% of 340,000 active. recombinant ERAP1, Leu-AMC fluorescence, 60 min;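 active = mean replicate inhibition of at least 30%, or all replicates individually reaching that 30% level; inactive = mean below 30% and not every replicate reaching it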;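 also: 0% = neutral control wells and 100% = L-leucinethiol positive control wells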
PGC1a acetyl inh = lowers PGC1a acetylation signal in U2OS cells. AlphaScreen anti-acetyl-lysine; with virally co-expressed GCN5 acetyltransferase. inhibition, % at 15.6 µM. 0.17% of 350,000 active;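 active = every replicate shows inhibition of at least 40%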;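 also: 0% = neutral control wells and 100% = positive control wells; some results beyond the cut were filed as inactive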
Numbers without * were called inactive; · = no result given; [ ] = remark or other dose.

SMILES | RAD54 inh | E-selectin induc | Cneo AK release | miR122 inh | PglD inh | RAD52 inh | ERAP1 inh | PGC1a acetyl inh
C[C@H]1CN([C@@H](C)CO)C(=O)Cc2cc(NC(=O)CCCCCC(=O)Nc3ccccc3N)ccc2O[C@H]1CN(C)C(=O)Nc1ccc(F)cc1 | · | -13 | · | 0[16.7 µM] | · | 6 | 7 | -10
C[C@@H]1CN([C@@H](C)CO)C(=O)Cc2cc(NC(=O)Cc3ccccc3)ccc2O[C@H]1CN(C)S(=O)(=O)c1cccs1 | 0 | 0.0 | -1 | -1[16.7 µM] | 3 | 2 | 1 | 6
COc1ccc(/C=C/C(=O)NCC(=O)N/N=C(/C)c2ccc(Cl)cc2)cc1 | -2 | · | -1 | 7 | 2 | -2 | 3 | 8
O=C(c1ccccc1)[C@H]1CC=CC[C@H]1C(=O)O | 11 | · | -2 | -2 | 1 | · | · | -1
N/C(=N\OC(=O)Cc1ccccc1)c1ccccn1 | 0 | · | -1 | -5 | 0 | · | · | -4
CCc1cccc(C)c1NC(=O)CN(C)S(=O)(=O)c1ccc(-c2ccc(=O)[nH]n2)s1 | 8 | · | 10 | 0 | -3 | -7 | -29 | -1
O=S1(=O)CCO[C@H]2Cc3ccccc3[C@H]2N1Cc1cccc(C(F)(F)F)c1 | -3 | · | 1 | 5 | 1 | -2 | -2 | -19
CC1=NN(c2ccc(Br)cc2)C(=O)/C1=C/c1ccc(-c2ccccc2C(=O)O)o1 | 0 | 0.3 | 1 | 4 | -7 | -1 | 6 | -8
Fc1ccc(NC(=S)Nc2cccnc2)cc1 | -13 | -0.3 | -1 | · | -30 | -12 | -4 | 4
CCOc1cc(N2CCOCC2)c(OCC)cc1NC(=O)c1ccc(OC(C)C)cc1 | · | 7.8 | · | -2 | · | -10 | 0 | -15
C/C(N)=C(/C#N)C(=O)COC(=O)C(c1ccccc1)c1ccccc1 | -3 | · | -2 | -9 | -4 | -6 | -1 | -9
Cc1nc(CS(=O)c2ccc(Cl)cc2)cc(N2CCOCC2)n1 (stereo not drawn) | -2 | · | -1 | 2 | 5 | · | · | 10
CN1c2ccc(-c3cccc(C#N)c3)cc2[C@@H]2[C@@H](CCN2S(=O)(=O)c2ccc(F)cc2)[C@@H]1CO | 8 | 0.6 | -6 | -9[16.7 µM] | -3 | 10 | -1 | -24
CCNC(=O)C[C@H]1CC[C@H]2[C@@H](COc3ccc(NC(=O)c4ccc(F)cc4)cc3C(=O)N2C)O1 | -2 | 0.1 | 8 | -7[16.7 µM] | 1 | -4 | 0 | -2
C[C@H]1CN([C@@H](C)CO)C(=O)Cc2cc(NC(=O)C3CCCCC3)ccc2O[C@@H]1CN(C)S(C)(=O)=O | 5 | -13 | 5 | -4[16.7 µM] | -4 | 8 | · | -10
O=C(O)c1cccc(N2C(=O)C=CC2=O)c1 | 5 | -0.5 | 1 | · | 3 | -23 | 25 | ·
COc1ccc(N2CC(C(=O)Nc3c4c(nn3-c3ccc(OC)cc3)CS(=O)(=O)C4)CC2=O)cc1 (stereo not drawn) | 0 | -0.2 | 3 | 1 | -5 | -15 | 0 | -7
O=C(OCC(=O)c1ccccc1Br)c1ccccn1 | -3 | · | 1 | -2 | 1 | · | · | -6
COC(=O)c1ccc(NC(=S)N2CCN(C(=O)c3ccco3)CC2)cc1 | -11 | 0.0 | -5 | · | 6 | -15 | 4 | ·
C[C@H](NC(=O)C[C@@H]1CC[C@H](NC(=O)Nc2ccc3c(c2)OCO3)[C@@H](CO)O1)c1ccccc1 | 3 | -0.7 | 0 | 14[16.7 µM] | 1 | 0 | 0 | 4

2 compounds picked at random from those above:
SMILES | RAD54 inh | E-selectin induc | Cneo AK release | miR122 inh | PglD inh | RAD52 inh | ERAP1 inh | PGC1a acetyl inh
COc1ccc(/C=C/C(=O)NCC(=O)N/N=C(/C)c2ccc(Cl)cc2)cc1 | -2 | · | -1 | 7 | 2 | -2 | 3 | 8
CCOc1cc(N2CCOCC2)c(OCC)cc1NC(=O)c1ccc(OC(C)C)cc1 | · | 7.8 | · | -2 | · | -10 | 0 | -15

More compounds
SMILES | RAD54 inh | E-selectin induc | Cneo AK release | miR122 inh | PglD inh | RAD52 inh | ERAP1 inh | PGC1a acetyl inh
COC(=O)c1ccc(NC(=O)COc2ccccc2OC)cc1 | -6 | · | 3 | -1 | 1 | · | · | -1
C[C@@H]1CN([C@@H](C)CO)C(=O)c2cc(C#CCC3CCCC3)cnc2O[C@H]1CN(C)CC1CCOCC1 | 0 | 3.4 | -5 | -7[16.7 µM] | 2 | 2 | 3 | 4
COC(=O)c1ccc(CSc2nc3ccccc3s2)o1 | 3 | · | -5 | 1 | -5 | -19 | 0 | 4
Cn1cc(S(=O)(=O)NC[C@H]2O[C@@H](n3cnc4c(N)ncnc43)[C@H](O)[C@@H]2O)cn1 | 2 | 0.3 | 13 | -1 | -2 | 0 | -5 | -3
O=C(Nc1ccc(F)cc1)c1cc(-c2ccccn2)nc2c(Cl)cccc12 | 3 | 0.2 | -3 | -5 | -2 | -3 | 5 | -3
O=C1CCCN1CCCNc1nc2c(S(=O)(=O)c3ccc(Br)cc3)nnn2c2ccccc12 | 5 | · | 1 | 3 | -5 | -11 | 1 | -4
CCOc1ccc(-n2c(=O)c3sccc3n(CC(=O)NC3CCCCC3)c2=O)cc1 | -7 | 1.7 | -1 | -4 | 0 | -4 | 0 | -9
S=C(NCc1ccco1)Nc1ccccn1 | -5 | · | 8 | 2 | -2 | -13 | 0 | 2
Cc1ccnc(NC(=O)COc2ccc3oc4c(c3c2)CCCC4)c1 | 0 | · | -2 | -1 | 8 | · | · | -2
Cc1ccc(C)c(N2CCN(C(=O)CCc3nc(-c4ccccc4C(F)(F)F)no3)CC2)c1 | 0 | · | -2 | 0 | 2 | -25 | -3 | 4
Cc1noc(C)c1S(=O)(=O)Nc1ccc2c(c1)C(=O)N([C@@H](C)CO)C[C@H](C)[C@H](CN(C)Cc1ccncc1)OCCCC[C@@H](C)O2 | -4 | 2.3 | -1 | 14[16.7 µM] | -2 | 13 | -6 | 8
CCCNC(=O)[C@H]1[C@H](CO)[C@H]2Cn3c(ccc(-c4cccc(C(=O)N(C)C)c4)c3=O)[C@@H]1N2 | 3 | -0.1 | 55 | 7[16.7 µM] | 6 | 9 | -4 | ·
CC(C)C(=O)NS(=O)(=O)c1ccc(N)cc1 | -9 | · | 1 | 4 | -3 | · | · | 1
COc1ccc(NC(=O)N(C)C[C@@H]2OCCCC[C@@H](C)Oc3ccc(NC(=O)Cc4ccccc4)cc3C(=O)N([C@@H](C)CO)C[C@H]2C)cc1 | -5 | -0.1 | 41 | -1[16.7 µM] | 0 | 2 | -1 | 4
CCCCN(C(=O)COC(=O)CSc1cc(C)c2ccccc2n1)c1c(N)n(CCC)c(=O)[nH]c1=O | -23 | -0.3 | 1 | -3 | -5 | -15 | 3 | 2
COC(=O)C1N2C(=O)[C@@H](NC(=O)COc3ccccc3)[C@H]2SC1(C)C (stereo partly drawn) | -5 | 1.1 | 0 | -3 | -2 | -10 | · | 2
C[C@@H]1CN([C@@H](C)CO)C(=O)c2c(c3ccccc3n2C)-c2ccccc2CO[C@@H]1CN(C)Cc1cccc(C(F)(F)F)c1 | · | -0.5 | · | · | · | 8 | -5 | -18
O=C(O)C1CCCCN1C(=O)c1ccc(S(=O)(=O)N2CCCC2)cc1 (stereo not drawn) | 2 | -0.1 | 7 | -1 | 3 | -7 | -2 | 5
Fc1cccc(Cn2cc(C(=S)N3CCCCC3)c3ccccc32)c1 | 7 | · | -1 | 24 | -2 | · | · | 5
COc1ccc(NS(=O)(=O)c2ccc(OCC(=O)N3CCOCC3)cc2)cc1 | 6 | · | -2 | -2 | 1 | · | · | -2
Cc1nc(S(=O)(=O)c2ccc(Cl)cc2)c(NCc2ccccc2)o1 | 12 | · | 0 | 1 | -6 | · | · | 2
Cn1c(NCc2ccccc2)nc2c1c(=O)n(Cc1ccccc1)c(=O)n2C | -2 | · | -5 | 3 | 1 | -5 | 4 | ·
Cc1cc(NC(=O)CSc2nc3c(C)cccc3cc2C#N)no1 | -8 | · | 0 | -1 | 8 | -50 | -1 | 12
CCCNC(=O)C[C@H]1C[C@@H]2c3cc(NC(=O)COC)ccc3O[C@@H]2[C@H](CO)O1 | 1 | 0.7 | -7 | -2[16.7 µM] | -3 | -34 | 1 | -6
C[C@H](O)[C@@H]1C(=O)N2CCc3c([nH]c4ccccc34)[C@@H]2C[C@@H]1N(C)C(=O)Nc1cccc2ccccc12 | 0 | 0.2 | -1 | -4 | -2 | -41 | -24 | -7
O=C(C[C@H]1C[C@@H]2c3cc(NC(=O)Nc4ccccc4F)ccc3O[C@@H]2[C@@H](CO)O1)NC1CCCC1 | 11 | 0.1 | 3 | -1[16.7 µM] | 3 | -12 | -4 | -1
O=C(/C=C/c1cn(-c2ccccc2)nc1-c1cccnc1)NCCN1CCOCC1 | · | 1.7 | · | · | · | -6 | -4 | -8
O=C(N[C@@H]1C=C[C@@H](CC(=O)N2CCCCC2)O[C@H]1CO)c1ccccn1 | -5 | -0.2 | -1 | · | -2 | -3 | 0 | -5
CCCC[n+]1ccn(-c2nc3ccccc3nc2[N-]S(=O)(=O)c2ccc(Br)cc2)c1 | -5 | -0.2 | 4 | 6 | 0 | -11 | -4 | 10
CCN(CC(=O)Nc1c(F)cccc1F)C(=O)Cc1csc(-c2ccccc2)n1 | -7 | 0.0 | 2 | · | 2 | -4 | 1 | ·
C[C@@H](O)C#Cc1ccc2c(c1)O[C@@H](CN(C)Cc1ccc(-c3ccccc3)cc1)[C@@H](C)CN([C@@H](C)CO)S2(=O)=O | 16 | -0.1 | 59 | -7[16.7 µM] | 1 | -34 | -3 | 13

In another format: seven of the compounds above
| canonical_smiles | RAD54 inh | E-selectin induc | Cneo AK release | miR122 inh | PglD inh | RAD52 inh | ERAP1 inh | PGC1a acetyl inh |
| --- | --- | --- | --- | --- | --- | --- | --- | --- |
| CCN(CC(=O)Nc1c(F)cccc1F)C(=O)Cc1csc(-c2ccccc2)n1 | -7 | 0.0 | 2 | · | 2 | -4 | 1 | · |
| O=C(/C=C/c1cn(-c2ccccc2)nc1-c1cccnc1)NCCN1CCOCC1 | · | 1.7 | · | · | · | -6 | -4 | -8 |
| CCCNC(=O)C[C@H]1C[C@@H]2c3cc(NC(=O)COC)ccc3O[C@@H]2[C@H](CO)O1 | 1 | 0.7 | -7 | -2[16.7 µM] | -3 | -34 | 1 | -6 |
| Cn1c(NCc2ccccc2)nc2c1c(=O)n(Cc1ccccc1)c(=O)n2C | -2 | · | -5 | 3 | 1 | -5 | 4 | · |
| C[C@@H](O)C#Cc1ccc2c(c1)O[C@@H](CN(C)Cc1ccc(-c3ccccc3)cc1)[C@@H](C)CN([C@@H](C)CO)S2(=O)=O | 16 | -0.1 | 59 | -7[16.7 µM] | 1 | -34 | -3 | 13 |
| CCCC[n+]1ccn(-c2nc3ccccc3nc2[N-]S(=O)(=O)c2ccc(Br)cc2)c1 | -5 | -0.2 | 4 | 6 | 0 | -11 | -4 | 10 |
| Cc1cc(NC(=O)CSc2nc3c(C)cccc3cc2C#N)no1 | -8 | · | 0 | -1 | 8 | -50 | -1 | 12 |

Assay outcomes as filed in PubChem BioAssay.

Rows are unselected; overall some 1.4% were active at least once.
